BAZ2B block: qHTS Assay for Inhibitors of BAZ2B. Bromodomain adjacent to zinc finger domain protein 2B (Homo sapiens), Q9UIF8. AlphaScreen BAZ2B-H3K14Ac peptide displacement. Potency, µM (series often up to 114 µM), without a hit: top-dose activity change, negative = inhibition, most hits filed as inhibitors. actives 4.4% (n = 360,000). AID 504333, 2011; further: on the % scale 0 is the no-effect control and ±100 the full control effect; nearly all actives have a fitted effect of over 60% in size
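Complex of BAZ2B and biotin-H3K14Ac (50 nM apiece) forms over 30 min at RT, then faces library compounds up to 110 uM for another 30 min; AlphaScreen beads added, 20 min dark incubation, luminescence read.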
POLI inh: qHTS for Inhibitors of Polymerase Iota. Potency, µM (top dose mostly 115 µM), for inactives: top-dose activity, negative = inhibition, most hits filed as inhibitors. Pol iota fluorescent replication assay, 10 min. DNA polymerase iota (Homo sapiens), Q9UNA4. actives 1% (n = 390,000). AID 588590, 2011
Target sequence (Q9UNA4 whole entry, looked up): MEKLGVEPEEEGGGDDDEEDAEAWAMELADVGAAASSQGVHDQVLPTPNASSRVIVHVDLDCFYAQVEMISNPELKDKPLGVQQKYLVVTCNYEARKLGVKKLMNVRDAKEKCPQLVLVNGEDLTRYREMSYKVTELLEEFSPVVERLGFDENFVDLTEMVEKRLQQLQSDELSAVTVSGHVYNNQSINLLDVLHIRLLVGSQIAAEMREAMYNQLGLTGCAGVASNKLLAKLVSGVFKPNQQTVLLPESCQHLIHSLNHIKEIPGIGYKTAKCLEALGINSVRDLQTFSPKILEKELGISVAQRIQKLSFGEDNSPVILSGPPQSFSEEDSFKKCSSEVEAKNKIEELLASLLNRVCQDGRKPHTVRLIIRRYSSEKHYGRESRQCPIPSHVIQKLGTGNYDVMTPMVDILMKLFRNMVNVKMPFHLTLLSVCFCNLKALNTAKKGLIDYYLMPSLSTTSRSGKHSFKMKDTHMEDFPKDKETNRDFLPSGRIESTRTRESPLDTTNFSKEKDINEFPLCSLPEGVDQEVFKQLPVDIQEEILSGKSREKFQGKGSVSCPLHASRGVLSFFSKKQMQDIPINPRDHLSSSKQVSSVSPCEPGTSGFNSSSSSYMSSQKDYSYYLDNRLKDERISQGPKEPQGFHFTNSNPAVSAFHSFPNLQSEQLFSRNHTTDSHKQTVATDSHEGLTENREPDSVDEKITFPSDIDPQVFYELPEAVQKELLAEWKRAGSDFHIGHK
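Fluorescent replication assay read twice, at 0 min and 10 min after adding 50 nM (final) substrate. Enzyme (10 nM) and compounds were first incubated 15 min at room temperature; enzyme-free buffer wells were negative controls.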
BLM helicase inh: qHTS Assay for Inhibitors of Bloom's syndrome helicase (BLM) | Potency, µM (top dose mostly 56.1 µM), inactives show at the highest dose activity change, negative = inhibition, usual class: inhibitors | recombinant BLM DNA unwinding, fluorescence dequenching | RecQ-like DNA helicase BLM (Homo sapiens), P54132 | actives 0.2% (n = 350,000);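 further: plate controls were vehicle for no effect and no enzyme for full effect; nearly all actives have a fitted effect of over 35% in size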
* marks the source's active call; other numbers are inactive results; ? = inconclusive; . = not tested or not shown; [ ] = remark or other dose. The call rests on the fitted dose curve; in most records, active means well fitted curve in the direction sought with a large enough effect; inconclusive means small, poorly fitted or top-dose-only effect, or another doubt; inactive means no such curve, though single readings can be large; an effect the other way counts as inactive or inconclusive. Potency means the concentration at half of the fitted maximal effect. Not all compounds are listed (hit frequency here may not be typical).

Sample of the layout, 13 compounds:
SMILES | POLI inh | BAZ2B block | BLM helicase inh
Cc1ccccc1CC1S/C(=N/N=C/c2ccco2)NC1=O (configuration not stated) | . | -13% | -1%
O=C(Nc1nnc(C2=COCCO2)o1)c1ccc(Br)cc1 | . | ? | -2%
O=C1CN(S(=O)(=O)c2ccc(F)cc2)CC(=O)N1CCc1ccccc1 | . | 4% | 2%
O=C(Nc1cccc(CCc2ccccn2)c1)c1ccc(Cl)cc1 | . | 3% | -12%
CN(C(=O)CSc1nc2c(cnn2-c2ccccc2)c(=O)[nH]1)C1CCS(=O)(=O)C1 (configuration not stated) | . | -9% | 2%
O=C(CCNS(=O)(=O)c1ccccc1)N1CCN(C(c2ccccc2)c2ccccc2)CC1 | . | -19% | -9%
Cc1c(C(=O)O)sc(S(=O)(=O)N2CCNCC2)c1C(=O)O | . | -14% | 1%
COc1ccc2c3c(c(=O)oc2c1)C1O[C@](CCCCN2C(=O)c4ccccc4C2=O)(Cc2cc(OC)c(OC)cc21)O3 | . | -13%[22.9 µM] | -26%[12.4 µM]
Cc1cc(C(=O)NCC23CC4CC(CC(C4)C2)C3)c(C)o1 | . | -29% | -1%
Cn1c(=O)[nH]c(=O)c2c1nc(SCc1ccccc1Cl)n2CC(N)=O | . | 13% | 6%
Cc1cc(C)c(NC(=O)CN2CCC(NC(=O)NC3CCCCC3)CC2)c(C)c1 | . | 16% | 1%
Cc1ccc(-c2nn(C)c(=O)c3ccccc23)cc1CNC(=O)Cn1nc(-c2ccccc2)c2ccccc2c1=O | . | 3% | -1%
C/C(=N/NC(=O)C1CCCC1)c1ccc(NC(=O)C(F)(F)F)cc1 | . | -4% | -2%

Main list, from the start:
SMILES | POLI inh | BAZ2B block | BLM helicase inh
Cc1ccccc1CC1S/C(=N/N=C/c2ccco2)NC1=O (configuration not stated) | . | -13% | -1%
O=C(Nc1nnc(C2=COCCO2)o1)c1ccc(Br)cc1 | . | ? | -2%
O=C1CN(S(=O)(=O)c2ccc(F)cc2)CC(=O)N1CCc1ccccc1 | . | 4% | 2%
O=C(Nc1cccc(CCc2ccccn2)c1)c1ccc(Cl)cc1 | . | 3% | -12%
CN(C(=O)CSc1nc2c(cnn2-c2ccccc2)c(=O)[nH]1)C1CCS(=O)(=O)C1 (configuration not stated) | . | -9% | 2%
O=C(CCNS(=O)(=O)c1ccccc1)N1CCN(C(c2ccccc2)c2ccccc2)CC1 | . | -19% | -9%
Cc1c(C(=O)O)sc(S(=O)(=O)N2CCNCC2)c1C(=O)O | . | -14% | 1%
COc1ccc2c3c(c(=O)oc2c1)C1O[C@](CCCCN2C(=O)c4ccccc4C2=O)(Cc2cc(OC)c(OC)cc21)O3 | . | -13%[22.9 µM] | -26%[12.4 µM]
Cc1cc(C(=O)NCC23CC4CC(CC(C4)C2)C3)c(C)o1 | . | -29% | -1%
Cn1c(=O)[nH]c(=O)c2c1nc(SCc1ccccc1Cl)n2CC(N)=O | . | 13% | 6%
Cc1cc(C)c(NC(=O)CN2CCC(NC(=O)NC3CCCCC3)CC2)c(C)c1 | . | 16% | 1%
Cc1ccc(-c2nn(C)c(=O)c3ccccc23)cc1CNC(=O)Cn1nc(-c2ccccc2)c2ccccc2c1=O | . | 3% | -1%
C/C(=N/NC(=O)C1CCCC1)c1ccc(NC(=O)C(F)(F)F)cc1 | . | -4% | -2%
COc1cc2c(cc1OC)C1O[C@](CCCCN3C(=O)c4ccccc4C3=O)(C2)OC2=C1C(=O)OC1(CCCCC1)C2 | . | 1%[22.9 µM] | -4%[12.4 µM]
CC1=NN(C(N)=S)C(=O)C1N=Nc1cccc2ccccc12 (configuration not stated) | . | 40µM* | -2%
CN1CCc2c(c3c(n2C)CCN(C)[C@H]3c2ccccc2F)[C@@H]1c1ccccc1F | . | ? | 3%
Cc1nn(-c2ccccc2)c(Cl)c1/C=N/NC(=O)c1ccc(NS(=O)(=O)c2cccs2)cc1 | . | -23% | -10%
Cc1ccc(C(C)NC(=S)NC2CCCCC2)cc1C (configuration not stated) | . | ? | -5%
O=C(CCC(=O)N1CCN(c2ccc(O)cc2)CC1)c1ccc(Br)cc1 | . | -3% | -3%
Cc1[nH]c2ccccc2c1C(c1c[nH]c2ccccc12)c1c(C)[nH]c2ccccc12 | 29% | . | .
COc1ccccc1N(C)C | -3% | . | .
O=C1C[C@H]2C=CCc3cccc(c32)CN1Cc1ccccc1 | 3% | . | .
O=[N+]([O-])c1ccc(/C=C/c2ccnc3ccccc23)cc1 | 46%[activator] | . | .
Cc1ccc(C=O)cc1Cl | 28% | . | .
CC(Oc1ccccc1)C(=O)N[C@@H]1C(=O)N2C(C(=O)OCC3CCCCC3)C(C)(C)S[C@H]12 (some centres not stated) | 4% | . | .
Cc1cc(=O)[nH]c2nc(N)ccc12 | -20% | . | .
COc1cc2c(NC3CCN(C)CC3)nc(N3CCCN(C)CC3)nc2cc1OCCCCCC(N)=O | -10% | . | .
Clc1ccc2c(Cl)cc[n+](CCC3CCCCC3)c2c1 | -18% | . | .
CCOC(=O)N1CCN(/[N+]([O-])=N/Oc2ccc(C(F)(F)F)cc2[N+](=O)[O-])CC1 | 12% | . | .
COC(=O)C[C@H]1c2ccccc2S(=O)(=O)N1c1ccc(N(C)C)cc1 | 27% | . | .
COc1cc(N(C)C)c(OC)cc1/C=C1\Cc2ccccc2C1=O | ? | . | .
COc1ccc(F)c(Cn2cnc3c(cnn3C(C)(C)C)c2=O)c1Cl | 2% | . | .
COc1cc2nc(N3CCCN(C)CC3)nc(NC3CCCCC3)c2cc1OC | 14% | . | .
COc1cc(Cl)c(CC(=O)NO)cc1OC | 24% | . | .
Cc1cccc(-c2nnc(SC(C)C(=O)Nc3ccccc3)n2C)c1 (configuration not stated) | 3% | . | .
CC(C)COc1ccc(CC(=O)NO)cc1 | 48%[activator] | . | .
COc1cc(-c2c(-c3ccc4c(c3)OCO4)noc2-c2ccsc2)cc(OC)c1OC | 10% | . | .
CC1Cc2ccccc2C[N+]1(C)CC(=O)c1ccc(I)cc1 (configuration not stated) | 4% | . | .
C=C(C(=O)O)c1ccc2ccccc2c1 | 79µM* | . | .
O=C(C[n+]1cc(Br)cc(Br)c1)c1ccc2c(c1)CCCC2 | 20% | . | .
Cc1cccc(OCCC(=O)NO)c1 | 14% | . | .
C(=C\c1ccnc2ccccc12)/c1ccc(-[n+]2cc[n+](-c3ccc(/C=C/c4ccnc5ccccc45)cc3)cc2)cc1 | 7% | . | .
C=Cc1ccc(N=Cc2ccc(N(C)C)cc2)cc1 | 5% | . | .
COc1cc(N(C)C)c(OC)cc1C=O | ? | . | .
CNc1ccc(C=O)cc1Cl | 34%[activator] | . | .
CNc1nc(N2CCCN(C)CC2)nc2cc(OC)c(OC)cc12 | ? | . | .
O=C(C[n+]1ccccc1Cl)c1ccc(Br)cc1 | ? | . | .
CCc1cccc2c(C(O)c3c[nH]c4ccccc34)c[nH]c12 (configuration not stated) | 28% | . | .
c1coc(CNc2nc(NCc3ccco3)c3ccccc3n2)c1 | 18% | . | .
CC1(C)Cc2ccccc2-c2c[nH]c(=O)n21 | 36%[activator] | . | .
Nc1cccc(/C=C/c2ccnc3ccccc23)c1 | 24% | . | .
CC[n+]1ccnc2ccccc21 | -13% | . | .
O=C1c2ccccc2C(=O)N1c1nc(-c2ccc(F)cc2)cs1 | 28% | . | .
Cc1ccc2oc(-c3ccc(C)c(NC(=O)COc4ccccc4C)c3)nc2c1 | -9% | . | .
CN(C)c1ccc(CCc2ccnc3ccccc23)cc1 | 3% | . | .
O=C1CCCc2[nH]c(=O)c(C(=O)NCc3ccccc3)cc21 | 7% | . | .
Cc1ccc(CN2[C@H](C)[C@H](c3ccccc3)OCCS2(=O)=O)cc1 | -16% | . | .
Nc1c(Br)cc(C=O)cc1Br | 37%[activator] | . | .
Cc1cc(/C=C/c2nc3ccccc3s2)ccc1N(C)C | ? | . | .
COc1cc2nc(N3CCOCC3)nc(NC3CC3)c2cc1OC | 27% | . | .

Further records
SMILES | POLI inh | BAZ2B block | BLM helicase inh
CN(C)c1ccc(/C=C/c2ccnc3c([N+](=O)[O-])cccc23)cc1 | ? | . | .
COc1cc2c(NC3CCN(C)CC3)nc(N3CCN(C)CC3)nc2cc1OCCOCCN(C)C | -3% | . | .
O=C(Nc1cccc(Nc2ccccc2)c1)c1cnn2c1NC(=C1CC1)C=C2C(F)F | 11% | . | .
COc1ccc(/C=C2\C=Cc3ccccc32)cc1OC | -8% | . | .
C=C(NNC(C)=O)c1ccc(O)cc1 | -2% | . | .
COc1ccc(C(=O)C[n+]2cc(Br)cc(Br)c2)cc1 | -11% | . | .
COc1cc2nc(N3CCCN(C)CC3)nc(NC3CCN(C)CC3)c2cc1OC | 1% | . | .
CN(C)c1ccc(/C=C/c2ccnc3c(Cl)cccc23)cc1 | -10% | . | .
CN(C)c1ccc(/C=C/c2ccnc3ccc4ccccc4c23)cc1 | ? | . | .
C1=Cc2ccccc2/C1=C\c1ccc2c(c1)OCO2 | -19% | . | .
CCOc1ccc(NC(=O)c2nc(SCc3ccccc3F)ncc2Cl)cc1 | 11% | . | .
C(=Nc1ccc(/C=C/c2ccnc3ccccc23)cc1)Nc1ccc(/C=C/c2ccnc3ccccc23)cc1 | 4% | . | .
O=C(C[n+]1ccncc1)c1ccc2c(c1)CCCC2 | 6% | . | .
Clc1ccc(/C=C/c2ccc3ccccc3n2)cc1Cl | -3% | . | .
CS(=O)(=O)N1CCN(/[N+]([O-])=N/Oc2ccc([N+](=O)[O-])cc2[N+](=O)[O-])CC1 (tested in a mixture with another compound) | ? | . | .
O=C(C[n+]1cc(Br)cc2ccccc21)c1ccc(O)c(O)c1 | ? | . | .
CCCCOc1ccc(C(N)=O)cc1 | 12% | . | .
CCc1ccc(C(=O)C[N+]2(C)CCOCC2)cc1 | 34%[activator] | . | .
CC(C)(C)n1ncc2c(=O)n(Cc3cc(F)ccc3Cl)cnc21 | ? | . | .
CN(C(=O)COC(=O)c1ccccc1OCC(=O)Nc1ccc(Br)cc1)c1ccccc1 | -30% | . | .
C=CCN(CC=C)c1ccc(/C=C/c2ccnc3ccccc23)cc1 | -5% | . | .
COc1cc(/C=C/c2ccnc3ccccc23)ccc1N(C)C | 0% | . | .
CC1CCCCN1C(=O)c1cnn2c1NC(=C1CC1)C=C2C(F)F (configuration not stated) | -20% | . | .
Cc1ccc(NC(=O)COC(=O)c2ccccc2OCC(=O)Nc2ccc(Br)cc2)c(C)c1 | ? | . | .
Cc1ccc(SC[C@H](C)CN2CC[C@H](O)CCC2=O)cc1 | -7% | . | .
C[C@@H]1[C@H](c2ccccc2)OCCS(=O)(=O)N1Cc1ccccc1F | 18% | . | .
c1cc2c(cc1Cc1cncc(Cc3ccc4c(c3)OCO4)c1)OCO2 | 34%[activator] | . | .
O=C1CCC[C@@H]2CC(Nc3ccccc3)C[C@@H]3CCN1[C@H]23 (some centres not stated) | 28% | . | .
CC(=O)NC(Cc1ccc(Cl)cc1)C(=O)NCC(N)C(=O)c1ccccc1 (configuration not stated) | 7% | . | .
CCCCOc1ccc(CC(=O)N(C)O)cc1 | 53%[activator] | . | .
FC(F)(F)C(F)(F)C(F)(F)c1nc2ccccc2[nH]1 | 3% | . | .
CC(C)(C)n1ncc2c(=O)n(Cc3cccc(OC(F)F)c3)cnc21 | -1% | . | .
Cc1cc2ccccc2c[n+]1CC(=O)c1ccc(F)cc1 | 41%[activator] | . | .
CN(N=O)c1ccc2c(c1)Cc1ccccc1-2 | 21% | . | .
CC(C)(C)n1ncc2c(=O)n(Cc3c(F)cc(Cl)cc3F)cnc21 | 15% | . | .
Oc1cc2cc(-c3csc(-c4ccc(F)cc4)n3)ccc2[nH]1 | 4% | . | .
COc1cc2c(cc1OC)C(c1oc(-c3ccc(-c4cc(Cl)ccc4Cl)o3)cc1C)=NCC2 | -2% | . | .
O=C(C[n+]1ccccc1)c1ccc(I)cc1 | 28% | . | .
CCCCCCCCCC[n+]1ccc(/C=C/c2c[nH]c3ccccc23)c2ccccc21 | ? | . | .
CCNC(=O)c1c(NC(=O)c2nc(SCC)ncc2Cl)sc2c1CCCC2 | 27% | . | .
COc1ccc(/C=C/C(=O)c2c(O)c(OC)c3occc3c2OC)cc1OC | -11% | . | .
CCc1cccc(NC(=O)COC(=O)c2ccccc2OCc2ccccc2Br)c1 | -13% | . | .
O=C(OCc1ccccc1)N1CCN(/[N+]([O-])=N/Oc2ccc([N+](=O)[O-])cc2[N+](=O)[O-])CC1 | 26% | . | .

Bioassay records as filed in PubChem BioAssay.
